PKM2 act – PKM2 (human) enzyme activation; P14618; purified PKM2, Kinase-Glo ATP luminescence, activation; response scale: 0% is enzyme alone, no compound; Potency, µM (series often up to 57.5 µM), for inactives: at the top dose activation, usual class: activators; 260,000 tested, 0.34% active; AID 1631; note: potency is the fitted concentration of half-maximal effect; nearly all actives have a fitted effect of over 55% in size
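Purified hPK-M2 (>95%) run at intermediate activity with 0.1 mM ADP and 0.5 mM PEP in 50 mM imidazole pH 7.2, KCl, MgCl2; 1 h room temperature. ATP formed read by Kinase-Glo luminescence; normalized to uninhibited and no-enzyme controls.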
Eya2 phos inh – Eya2 (human) phosphatase inhibition; Potency, µM (titrated, usually from 76.9 µM), without a hit: at the highest dose activity, negative = inhibition, most hits filed as inhibitors; 330,000 tested, 0.006% active; recombinant Eya2, OMFP fluorescence dephosphorylation (OMFP is methylfluorescein phosphate); AID 488837; note: potency is the fitted concentration of half-maximal effect
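Eya2 protein (added as 0.2 uM solution) was preincubated with compound for 10 min at ambient temperature in 50 mM HEPES pH 7.5, 50 mM NaCl, 5 uM MgCl2, 0.05% BSA, 1 mM DTT. OMFP (added at 50 uM) then reacted 10 min; fluorescence read at 485/525 nm.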
KCNH2 3.1 inh – KCNH2 3.1 (human) potassium channel inhibition; U2OS KCNH2 3.1, thallium flux FluxOr; hits give low values; activity change, % (tested at about 1.8 µM); 340,000 tested, 0.95% active; AID 720553;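 active = maximum activity change below -70%; inconclusive = maximum activity change from -70% to -50%; inactive = maximum activity change above -50%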;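 note: thallium influx rate constant from kinetic fluorescence after stimulation buffer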
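FluxOr-based Tl+ influx in U2OS cells transduced with KCNH2 3.1 virus; rate constants normalized to DMSO controls.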
B2AR arrestin – agonists driving beta-arrestin recruitment to human beta2-adrenergic receptor. P07550. beta-arrestin recruitment to beta2AR, cell-based reporter. Potency, µM (top dose mostly 46.1 µM), without a hit: at the highest dose activation, actives largely listed as activators. 330,000 tested, 0.02% active;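 note: potency is the fitted concentration of half-maximal effect; 0% = DMSO controls and full agonism = EC100 isoproterenol or metaproterenol; nearly all actives have a fitted effect of over 65% in size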
uPA generation – inhibitors of cell surface uPA generation. cell surface uPA generation assay, qHTS. Potency, µM (highest dose often 38.3 µM), without a hit: top-dose activity change, negative = inhibition, most hits filed as inhibitors. 330,000 tested, 0.31% active. AID 540303; active = well fitted inhibition curve with a large enough effect; inconclusive = small, poorly fitted or top-dose-only effect; inactive = no such curve, though single readings can be large or run the other way; tested in mouse RAW 264.7 cells; note: potency is the fitted concentration of half-maximal effect; nearly all actives have a fitted effect of over 55% in size
Coupling enz – counter-screen for Giardia aldolase inhibitors: coupling enzyme system; coupling enzyme system counterscreen, AmpLite Red fluorescence; activity change, negative = inhibition, % at 58.2 µM, hits read low; 290,000 tested, 0.67% active; AID 2472; in the data active = activity change below about -30%
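Activity here indicates interference with the coupling reaction, not aldolase inhibition. Compounds at 57.5 uM final met coupling enzymes for 10 min at RT; substrate and AmpLite Red detection followed, with a 525/598 nm fluorescence read after 20 min.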
USP2a inh – inhibitors of human ubiquitin-specific protease USP2a; O75604; Potency, µM (top dose mostly 38.3 µM), without a hit: at the highest dose activity change, negative = inhibition, usual class: inhibitors; AID 463254; USP2 core, Ub-CHOP2 coupled fluorogenic reporter, 485/531; 330,000 tested, 0.01% active;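 note: potency is the fitted concentration of half-maximal effect; plate controls were DMSO wells for no effect and full inhibition by NEM control for full effect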
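USP2 core (10nM final) preincubated 30min RT with compound in 20mM Tris-HCl pH 8.0, 2mM CaCl2, 2mM beta-mercaptoethanol, 0.05% CHAPS; 25nM Ub-CHOP2 plus 25nM reporter substrate added, fluorescence (Ex485/Em531) read after 60min.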
KCNH2 WT inh – KCNH2 (human, wildtype) channel inhibition. Q12809. U2OS, BacMam KCNH2, thallium flux FluxOr; hits give low values. activity change, % at 1.84 µM. 340,000 tested, 0.37% active;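 active = maximum activity change below -70%; inconclusive = maximum activity change between -70% and -50%; inactive = maximum activity change above -50%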
Target sequence (Q12809 whole entry, looked up): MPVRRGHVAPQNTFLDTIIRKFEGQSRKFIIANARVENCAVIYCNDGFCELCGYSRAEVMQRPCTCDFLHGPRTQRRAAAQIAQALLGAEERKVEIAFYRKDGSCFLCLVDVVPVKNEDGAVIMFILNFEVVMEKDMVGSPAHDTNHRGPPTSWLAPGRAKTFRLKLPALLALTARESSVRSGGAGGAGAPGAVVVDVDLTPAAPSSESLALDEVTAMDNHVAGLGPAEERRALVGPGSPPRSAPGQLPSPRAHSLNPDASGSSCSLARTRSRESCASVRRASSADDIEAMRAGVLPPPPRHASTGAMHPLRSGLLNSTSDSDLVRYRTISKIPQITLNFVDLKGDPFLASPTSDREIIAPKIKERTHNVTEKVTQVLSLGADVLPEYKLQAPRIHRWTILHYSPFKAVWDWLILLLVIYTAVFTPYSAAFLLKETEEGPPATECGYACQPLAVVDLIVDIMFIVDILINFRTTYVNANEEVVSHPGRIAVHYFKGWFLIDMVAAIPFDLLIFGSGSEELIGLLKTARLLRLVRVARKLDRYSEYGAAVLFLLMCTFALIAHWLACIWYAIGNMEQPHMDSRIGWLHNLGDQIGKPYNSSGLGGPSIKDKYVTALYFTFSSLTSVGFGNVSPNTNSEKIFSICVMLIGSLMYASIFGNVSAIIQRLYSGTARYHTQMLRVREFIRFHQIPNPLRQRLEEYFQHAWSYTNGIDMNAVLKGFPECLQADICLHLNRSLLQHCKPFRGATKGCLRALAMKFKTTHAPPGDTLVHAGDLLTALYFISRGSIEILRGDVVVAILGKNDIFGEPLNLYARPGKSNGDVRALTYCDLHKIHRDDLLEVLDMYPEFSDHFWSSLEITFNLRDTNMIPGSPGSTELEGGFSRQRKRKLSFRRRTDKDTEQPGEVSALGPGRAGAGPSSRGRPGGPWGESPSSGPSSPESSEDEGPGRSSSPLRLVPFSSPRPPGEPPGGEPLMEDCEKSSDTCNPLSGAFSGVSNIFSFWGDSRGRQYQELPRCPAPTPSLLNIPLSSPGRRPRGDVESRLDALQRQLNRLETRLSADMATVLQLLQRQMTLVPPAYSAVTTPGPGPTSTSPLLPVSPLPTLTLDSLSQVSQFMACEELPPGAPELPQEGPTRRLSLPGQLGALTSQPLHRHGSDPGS
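U2OS cells transduced with wild-type KCNH2 virus are loaded with FluxOr dye for 45 min, and thallium flux is measured in kinetic reads before and after stimulation buffer. Rate constants are normalized to DMSO controls.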
GALK inhibitor – blocks human galactokinase activity | 270,000 tested, 0.007% active | Purified GALK, Kinase-Glo residual ATP luminescence | Potency, µM (highest dose often 57.5 µM), inactives show at the top dose activity change, negative = inhibition, most hits filed as inhibitors | P51570; note: potency is the fitted concentration of half-maximal effect
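Galactose (100 uM) and ATP (35 uM) were turned over by 5 nM GALK for 1 h at RT. Kinase-Glo Plus then converted the remaining ATP into a luminescent signal.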
Giardia killer – Giardia lamblia killing | Giardia lamblia trophozoite viability | activity change, % at 7.66 µM, hits read low | 340,000 tested, 0.15% active; in the data active = activity change below about -80%; inconclusive = between about -30% and that limit;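 note: parasites exposed to compound for two days anaerobically before the ATP read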
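Trophozoite viability was measured as ATP-dependent luminescence, read 15-30 min after reagent addition. Before that, parasites at 100 cells/well were exposed to compounds for 48 h, anaerobically, at 37 deg C.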
BCR signal inh – blocks chronic active B-cell receptor signaling; ABC-DLBCL IkBa-CBG/CBR reporter, luminescence ratio, 4 h; Potency, µM (top dose mostly 46.1 µM), for inactives: top-dose ratio change, negative = lower green/red ratio, most hits filed as inhibitors; 340,000 tested, 0.05% active; AID 493014; active = well fitted inhibition curve with a large enough effect in the signal ratio, with a control signal flat, not every such curve was filed as active; inconclusive = small, poorly fitted or top-dose-only effect, or effect the other way, or a change in a side signal; the % refers to the signal ratio;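 note: potency is the fitted concentration of half-maximal effect; plate controls were basal doxycycline-induced cells for no effect and cells given 10 µM MG132 for full effect; MG132 reads +100%, hits lower the ratio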
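TMD8 human ABC-DLBCL cells with doxycycline-inducible IκBα–green luciferase fusion and unfused red luciferase, in 0.5% FBS medium; compounds up to 46 uM, 4 h at 37C. Green/red luminescence ratio, filter-overlap corrected, fitted to concentration-response curves.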
Numbers without * were called inactive; ? = inconclusive; · = no result given; & = joins results of further samples; [ ] = another dose, or the depositor's remark. Unless noted, calls come from the whole dose curve; as a rule, active = well fitted curve in the direction sought with a large enough effect; inconclusive = small, poorly fitted or top-dose-only effect, or another doubt; inactive = no such curve, though single readings can be large; an effect the other way counts as inactive or inconclusive. Unless noted, % is set by controls: 0 for no effect and ±100 for the full control effect.

SMILES | PKM2 act | Eya2 phos inh | KCNH2 3.1 inh | B2AR arrestin | uPA generation | Coupling enz | USP2a inh | KCNH2 WT inh | GALK inhibitor | Giardia killer | BCR signal inh
CCOC(=O)C1CCCN(C/C=C/c2ccccc2[N+](=O)[O-])C1 (configuration not stated) | 0% | -16% | -29 | 0.5% | 9% | 1 | -14% | 44 | 2% | 15 | -16%
O=C(O)c1ccc(NC(=S)N2CCCCC2)cc1 | 3% | -19% | 1 | 0.2% | 2% | 2 | 2% | 0 | -3% | -13 | -22%
O=C(OCc1nc2ccsc2c(=O)[nH]1)c1ccccc1 | · | -35% | 1 | -0.2% | -1% | · | 1% | -9 | · | -4 | -8%
C(=N\Nc1nc2ccccc2[nH]1)/c1cccs1 | -52% | 9% | 17 | -0.8% | -1% | -9 | 0% | 4 | 2% | 17 | ?
S=C1NNC2(CC3CC2C2CCCC32)NN1 (configuration not stated) | -4% | -4% | -3 | 0.1% | 23% | 0 | 0% | · | 11% | -13 | 3%
c1ccc(CSc2ccc3nnc(-c4cccnc4)n3n2)cc1 | 10% | -11% | -7 | 0.2% | 11% | 4 | 4% | -8 | 1% | 11 | -7%
Cn1cc(Br)c(-c2cccc(N3C(=O)CC(C)(C)CC3=O)c2)n1 | 10% | 17% | 1 | 0.2% | -6% | 4 | 4% | -1 | -6% | 0 | -1%
COc1ccc(-c2noc(CCc3ccccc3)n2)cc1 | 4% | -3% | -2 | -0.1% | 8% | -1 | 4% | 2 | 7% | -19 | ?
CN(C)CCNc1ncnc2oc(-c3ccccc3)c(-c3ccccc3)c12 | · | -14% | -9 | 0.1% | -15% | 1 | -2% | 26 | · | 41[activator] | -3%
CS(=O)(=O)N1N=C(c2ccco2)CC1c1ccc(Br)cc1 (configuration not stated) | 0% | -1% | 9 | -0.6% | 5% | 1 | 4% | -27 | 0% | -13 | 13%
COCCN1CCn2c(nc3cc(Nc4nnc(C)c5ccccc45)ccc32)C1 | 1% | 8% | 13 | 0.2% | -20% | 1 | 0% | -14 | -1% | 17 | ?
O=c1c2ccccc2nc(SCc2nc3ccccc3s2)n1CCCO | -10% | -4% | -18 | -0.4% | -12% | 0 | -2% | 2 | 0% | 1 | ?
O=S1(=O)Nc2c(ccc3cccnc23)-c2ccccc21 | 0% | 9% | -11 | ? | ? | -22&-15 | -3% | -5 | -2% | -8 | ?
COc1ccccc1NS(=O)(=O)c1cc(NC(=O)CCNC(C)=O)ccc1N1CCCCC1 | · | 2% | 5 | 0.0% | -6% | · | -1% | 1 | · | ? | -8%
CN(C(=O)CSc1nnc(-c2ccc(Cl)cc2)n1C)C1CCS(=O)(=O)C1 (configuration not stated) | · | -15% | 1 | -0.2% | 22% | · | 3% | 1 | · | 2 | 1%
O=C(CNc1cccc(F)c1)N1CCc2ccccc2C1 | · | -20% | 3 | 0.2% | -3% | 3 | 2% | 6 | -2% | -7 | ?
Cc1cc(C)cc(S(=O)(=O)c2cn(C)c3cc(N4CCN(C)CC4)c(F)cc3c2=O)c1 | · | 1% | -4 | 0.1% | 7% | · | 4% | -3 | -6% | 20 | -2%
C/C(=N\NC(=O)CSc1nc2ccccc2s1)c1cccnc1 | 3% | -23% | -4 | -0.7% | -3% | 2 | 6% | 6 | 0% | -3 | 3%
Cc1cc(C)nc(SCC(=O)OCC(=O)Nc2ccccc2)n1 | -1% | -10% | 0 | -0.3% | -2% | 5 | 9% | 2 | -2% | 3 | -8%
Cc1ccc(S(=O)(=O)N2CCN(C(=O)c3n[nH]c(=O)c4ccccc34)CC2)cc1 | -6% | 12% | 2 | -0.1% | 1% | 5 | -3% | 5 | 12% | 9 | -10%
COc1ccc(NC(=O)COC(=O)C23CCC(=O)N2c2ccccc2S3)cc1 (configuration not stated) | -3% | 12% | 2 | -0.2% | 3% | 2 | 2% | 2 | 1% | -21 | -8%
O=C1c2ccccc2-c2nnc(-c3ccccc3)cc21 | -40% | -11% | -29 | -0.4% | -3% | -8 | 3% | 14 | 11% | ? | -15%
Cn1c(CNC(=O)CNC(=O)c2cccc(F)c2)cc(=O)n(C)c1=O | · | -2% | -20 | 0.0% | 3% | 1 | 4% | -13 | 3% | 20 | 0%
CCCNC(=O)COC(=O)c1cc(SC)ccc1Cl | 11% | 12% | 0 | -0.2% | 1% | -1 | 2% | 7 | 2% | 31[activator] | -13%
COC(=O)c1ccc(S(=O)(=O)N(Cc2cc3cc4c(cc3[nH]c2=O)OCO4)C2CCCCC2)cc1 | 2% | -22% | · | -0.8% | · | 4 | 2% | · | -1% | · | -1%

Next entries follow:
SMILES | PKM2 act | Eya2 phos inh | KCNH2 3.1 inh | B2AR arrestin | uPA generation | Coupling enz | USP2a inh | KCNH2 WT inh | GALK inhibitor | Giardia killer | BCR signal inh
CCC(=O)Nc1ccc(Cl)c(-c2nc3ncccc3o2)c1 | 2% | 6% | 6 | 0.4% | -2% | 5 | 5% | -4 | -1% | 9 | -3%
CCC1(c2ccc(F)cc2)NC(=O)N(CC(=O)NCc2ccc(F)cc2)C1=O (configuration not stated) | · | 10% | 15 | 0.8% | 1% | -3 | 0% | -5 | -2% | -8 | 0%
O=c1sc2ccccc2c(=O)n1Cc1ccccc1F | -3% | -3% | 3 | 0.0% | -6% | 0 | -1% | 1 | 8% | 16 | -17%
CN(C)CCSc1nc(O)c(-c2ccccc2)c(=O)n1-c1ccccc1 | 4% | -2% | 0 | -0.1% | 5% | 0 | -1% | 3 | 0% | -17 | 1%
COc1cccc(NC(=O)CN(C)C(=O)COc2ccccc2Cc2ccccc2)c1 | · | 9% | 3 | 3.1% | 10% | · | 2% | -9 | · | 9 | 0%
Cc1ccc(C(=O)NCC(=O)NCCc2ccc(S(N)(=O)=O)cc2)s1 | -6% | 7% | 2 | -0.2% | 15% | 6 | -1% | 2 | 0% | 3 | -7%
CCN(C(=O)CSc1nnc(-c2ccccc2Br)o1)C1CCS(=O)(=O)C1 (configuration not stated) | 2% | -12% | 4 | -0.1% | 1% | 2 | 1% | 5 | 0% | 12 | 1%
CCN(CC)c1ccc(/C=N/N2C(=O)c3ccccc3C2=O)cc1 | 0% | -14% | 3 | -1.6% | 5% | -1 | 7% | -1 | 0% | 5 | 0%
CCC(C(=O)OC(C)C(=O)Nc1ccc(Cl)cn1)c1ccccc1 (configuration not stated) | 0% | -7% | 4 | 0.1% | 8% | · | -2% | 3 | -3% | ? | 9%
CCCn1c(=O)[nH]c2ccccc21 | 1% | -2% | 7 | -0.2% | -2% | 2 | 1% | 26 | 2% | -6 | 11%
CCOc1ccc(NC(=O)COn2nnc3ccc(S(=O)(=O)N4CCOCC4)cc32)cc1 | -7% | 1% | -28 | 0.3% | 0% | -2 | 1% | 2 | -2% | -1 | -1%
FC(F)(F)c1cccc(Cc2noc(CN3CCCC(OCc4ccccn4)C3)n2)c1 (configuration not stated) | -3% | -20% | -3 | 0.1% | 6% | 0 | 7% | -1 | -3% | 8 | ?
COc1ccc(-n2ccnc(SCC(=O)NC3CCCC3)c2=O)cc1OC | · | 6% | 10 | 0.5% | -1% | · | 2% | 4 | · | -12 | 8%
C#CCOCCOCCOCCNc1nc(N2CCN(C(=O)C(Cc3cc4ccccc4[nH]3)n3cc(C(N)Cc4ccc(O)cc4)nn3)CC2)nc(N2CCN(C(=O)C(Cc3cc4ccccc4[nH]3)n3cc(C(N)Cc4ccc(O)cc4)nn3)CC2)n1 (configuration not stated) | 0% | -7% | 13 | 5.3% | -14% | 2 | -1% | 8 | 0% | -26 | 12%
CC1CCCCN1C(=O)CSc1nnc2ccccn12 (configuration not stated) | · | 2% | -29 | 0.0% | 3% | · | -2% | -10 | · | 14 | 1%
CCN(CC)c1ccc(/C=C2/C(=O)N(c3ccc([N+](=O)[O-])cc3)N=C2N2CCOCC2)cc1 | -1% | 1% | · | -0.3% | · | 3 | 0% | · | -1% | · | ?
CCCOc1ccc(N2C(=O)CC(N(O)c3ccccc3)C2=O)cc1 (configuration not stated) | 4% | 15% | -1 | -1.0% | -3% | -7 | 1% | -7 | 5% | -5 | -10%
Cn1c(SCc2nc3ccccc3c(=O)[nH]2)nnc1-c1ccco1 | 10% | -9% | 3 | -0.3% | -1% | 2 | -2% | -7 | 0% | 5 | 8%
CN(c1ccccc1)S(=O)(=O)c1cccc(NC(=O)CSc2nccc(=O)[nH]2)c1 | · | -4% | -2 | -0.1% | -24% | · | 4% | -24 | · | 2 | 2%
Cc1ccccc1NC(=O)Cn1nc(C(F)(F)F)cc1C1CC1 | -5% | -11% | 3 | 0.4% | -5% | 1 | 2% | -10 | -1% | 3 | 1%

Screens deposited in PubChem by National Center for Advancing Translational Sciences (NCATS).
